# Screens (PubChem BioAssay)
# Gli-Sufu block: Gli-Sufu pathway antagonism; Sufu-KO-LIGHT fibroblasts, Gli luciferase reporter luminescence; inhibition, % at 5 µM; 340,000 tested, 0.74% active; AID 588413;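 active = inhibition above about 55%, limit read from the data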;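 also: 0% = DMSO-treated cells and 100% = wells with medium but no cells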
# Jurkat NFkB inh: inhibitors of the PMA/ionomycin-induced NF-kB reporter in Jurkat cells | inhibition, % at 4 µM | AID 435003 | 330,000 tested, 0.53% active | PMA/ionomycin-induced NF-kB luciferase reporter, luminescence; in the data active = inhibition above about 50%
# CHOP UPR activ: apoptotic UPR (CHOP) activation. CHO-CHOP luciferase reporter, luminescence; percent of tunicamycin response over DMSO baseline. activation, % at 10 µM. 330,000 tested, 0.34% active;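 active = at 10 µM dose, activation of 40% or more, normalized to positive control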;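 also: 100% = tunicamycin at 10 µg/mL and 0% = DMSO alone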
#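 System: CHO CHOP reporter cells. Amount: 500 cells per well. Buffer or medium: F12 medium, 10% FBS. Compound dosing: one dose, 10 µM in 0.5% DMSO. Incubation: 6 h compound exposure at 37 °C after overnight seeding. Technique: Steady-Glo luciferase luminescence. Benchmarks: tunicamycin and DMSO controls.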
# 697 NFkB inh: lowers PMA/ionomycin-induced NF-kB signal in 697 B cells; 697 B-cell NF-kB luciferase reporter, 16 h; inhibition, % at 4 µM; AID 435022; 330,000 tested, 0.33% active; in the data active = inhibition above about 35%
# CXCR6 inh: CXCR6 (human) receptor inhibition; AID 602244; O00574; 360,000 tested, 0.36% active; inhibition, % at 20 µM; CHO-K1 PathHunter CXCR6 beta-arrestin, luminescence; in the data active = inhibition above about 34%, passing the limit was not always enough;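 also: antagonist mode with CXCL16 agonist at 10 nM final; 0% = 10 nM CXCL16 with DMSO and 100% = unstimulated wells without agonist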
# Target sequence (O00574 whole entry, looked up): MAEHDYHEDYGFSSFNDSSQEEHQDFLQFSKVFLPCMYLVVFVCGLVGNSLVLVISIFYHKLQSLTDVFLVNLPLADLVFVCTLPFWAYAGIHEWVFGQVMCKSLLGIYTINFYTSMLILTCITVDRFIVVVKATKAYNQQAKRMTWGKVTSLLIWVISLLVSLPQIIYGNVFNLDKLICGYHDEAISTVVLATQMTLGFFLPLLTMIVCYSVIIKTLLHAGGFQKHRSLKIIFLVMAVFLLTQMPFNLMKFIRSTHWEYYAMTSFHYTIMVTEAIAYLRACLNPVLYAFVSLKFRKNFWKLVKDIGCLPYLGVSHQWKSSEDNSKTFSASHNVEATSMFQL
# EBI2 antag: EBI2 (human) antagonism | AID 651636 | EBI2 beta-arrestin recruitment, luminescence, 7a,25-OHC stimulated | P32249 | inhibition, % at 5 µM | 360,000 tested, 0.81% active; in the data active = inhibition above about 38%;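 also: enzyme fragment complementation signal reports receptor beta-arrestin coupling in cells; 0% = agonist plus DMSO wells and 100% = wells without agonist; some results beyond the cut were filed as inactive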
# UPR XBP1 act: activators of adaptive arm of unfolded protein response (XBP1); 330,000 tested, 0.33% active; CHO-XBP1 luciferase reporter, IRE1-XBP1 UPR activation, luminescence; percent of tunicamycin response, DMSO as zero; AID 463104; activation, % at 20 µM;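 active = versus positive control, 20 µM dose yields 30% or more activation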;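 also: 100% = tunicamycin at 10 µg/mL and 0% = DMSO only wells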
#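 Signal: luciferase luminescence; Assay system: CHO-XBP1 luciferase reporter cells; Amount: one thousand reporter cells per well; Dosing: 20 µM single concentration, DMSO 1%; Benchmarks: high control tunicamycin 10 µg/mL final, low control DMSO vehicle only; Schedule: 6 h compound exposure at 37 °C, 5% CO2; Evaluation: percent activation relative to tunicamycin reference.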
# Mdm2 MdmX PPI: inhibitors of human Mdm2/MdmX interaction. O15151+Q00987. SaOS-2 split-luciferase Mdm2/MdmX complementation, luminescence. inhibition, % at 8 µM. 330,000 tested, 3% active. AID 485346;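 active = inhibition of at least 50% at 8 µM in the primary screen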
# CCR6 antagonist: blocks CCL20-driven beta-arrestin recruitment at human CCR6; P51684; 340,000 tested, 0.49% active; CHO-K1 CCR6 PathHunter beta-arrestin, luminescence, CCL20-stimulated; inhibition, % at 20 µM; AID 493098;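 active = compounds whose inhibition of the agonist-driven luminescence signal at 20 µM reaches about 50%, limit read from the data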;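 also: cells stimulated with CCL20 at 14 nM final; plate controls were DMSO with CCL20 for no effect and DMSO without agonist for full effect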
# Target sequence (P51684 whole entry, looked up): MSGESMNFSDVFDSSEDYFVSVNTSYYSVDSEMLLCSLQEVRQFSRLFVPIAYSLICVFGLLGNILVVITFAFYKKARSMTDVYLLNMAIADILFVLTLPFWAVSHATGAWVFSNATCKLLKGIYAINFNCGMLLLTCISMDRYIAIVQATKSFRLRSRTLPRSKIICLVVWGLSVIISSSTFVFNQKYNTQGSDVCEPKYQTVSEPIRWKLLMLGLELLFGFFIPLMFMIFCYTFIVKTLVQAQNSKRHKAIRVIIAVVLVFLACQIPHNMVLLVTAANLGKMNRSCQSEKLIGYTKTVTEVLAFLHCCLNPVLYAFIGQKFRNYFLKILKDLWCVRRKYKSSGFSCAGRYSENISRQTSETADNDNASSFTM
# An asterisk follows results filed as active; . = not tested or not shown.
SMILES,Gli-Sufu block,Jurkat NFkB inh,CHOP UPR activ,697 NFkB inh,CXCR6 inh,EBI2 antag,UPR XBP1 act,Mdm2 MdmX PPI,CCR6 antagonist
NC(=O)N/N=C/c1ccccc1OC(=O)c1ccccc1Br,-8,-9,0.5,6,0,10,-3,14,7
O=C(CCCNC(=O)c1ccc(Cl)cc1)Nc1ccc(S(=O)(=O)Nc2ncccn2)cc1,6,5,0.8,15,-2,-9,-1,9,9
Cc1ccc2c(c1)N(S(=O)(=O)c1ccc3c(c1)NC(=O)CC(=O)N3)CCO2,2,1,-2.2,14,2,0,-1,-15,10
O=C1CSc2ccc(C(=O)NCCc3ccc(Cl)cc3Cl)cc2N1,-1,-6,-0.7,6,-10,-1,-3,0,9
CCC1CCCCN1S(=O)(=O)c1ccc2c(c1)CCN2C(C)=O (stereo unspecified),-4,9,1.0,-21,4,4,-6,26,5
Cc1cccc(C(=O)O)c1NC(=O)Cc1cccc2ccccc12,5,-4,-0.1,8,6,1,-1,2,6
COC(=O)c1scc(C)c1S(=O)(=O)Nc1ccc(C)cc1,-4,10,-0.6,4,0,2,-1,14,15
Cc1ccc(NS(=O)(=O)c2ccc(C(=O)N3CC(C)CC(C)C3)cc2)cc1 (stereo unspecified),9,-12,1.7,-27,6,0,5,14,1
C/C(=N\NC(=O)COc1ccc(C)cc1Br)c1cc([N+](=O)[O-])cs1,25,8,-2.0,-22,-8,3,1,11,-8
O=C(CN1CCSCC1)N/N=C/c1ccc(F)cc1F,0,4,-0.5,-5,-4,9,-2,-8,4
O=C(CCCC(=O)N(CC(=O)NC1CCCC1)C1CCCC1)Nc1ccccn1,5,-19,-2.7,-18,-4,-6,-4,-31,-4
C/C(=N\NC(=S)NCc1ccccc1)c1cccs1,-28,-27,2.2,-42,17,7,5,-18,26
CC1Cc2nc(SCC(=O)N3CCN(c4ccccc4)CC3)n(C)c(=O)c2S1 (stereo unspecified),7,5,2.3,9,0,3,-2,8,10
CN(/N=C/c1ccccc1O)C(=S)c1ccccc1,7,-39,5.1,-26,2,8,0,13,23
COc1cc(OC)cc(C(=O)Nc2cc(C)on2)c1,4,-6,-0.7,5,-4,-2,-2,-22,18
Cc1cccc(Nc2ccc(C(=O)O)cc2[N+](=O)[O-])c1C,-10,2,2.0,8,12,-1,-1,14,14
Cc1cccc(Cn2ccc(NC(=O)c3ccc4c(c3)OCO4)n2)c1,-23,5,1.6,-6,0,-1,-2,14,8
CCc1noc(C)c1C(=O)N1CCCSC1=Nc1ccccc1,-3,-14,10,-4,-1,3,-3,-14,11
O=C(Nc1ccc2c(c1)CN(Cc1ccccc1O)CC2)C1CCCO1 (stereo unspecified),1,0,3.0,4,0,-12,-2,19,10
O=[N+]([O-])c1ccc(NN=Cc2cccc(O)c2)nc1,-51,.,.,.,4,10,.,.,34
O=C(O)C1=C[C@@H](c2ccc(F)cc2)C[C@@H](OCCCCO)O1,-17,7,0.2,17,1,-3,1,-17,14
COc1ccc(-c2ccc3c(c2)S(=O)(=O)c2cccc(C(=O)NC4CCCC4)c2C3=O)cc1OC,0,3,0.3,26,3,-21,-2,18,-3
CCn1c(C)cc(/C=C2\NC(=O)N(Cc3ccccc3)C2=O)c1C,-1,3,1.8,20,8,4,-1,5,15
CC(C)(C)NC(=O)C(Cc1ccccc1)N1C(=O)c2ccccc2C1=O (stereo unspecified),-8,10,-0.7,9,4,-23,-5,17,8
CC(=O)N1c2c(cc(Br)cc2S(=O)(=O)NCc2ccccc2)CC1C (stereo unspecified),-11,-10,-1.0,-3,3,-1,-1,28,4

# Some of these compounds in order of count of non-hydrogen atoms, ascending:
SMILES,Gli-Sufu block,Jurkat NFkB inh,CHOP UPR activ,697 NFkB inh,CXCR6 inh,EBI2 antag,UPR XBP1 act,Mdm2 MdmX PPI,CCR6 antagonist
CN(/N=C/c1ccccc1O)C(=S)c1ccccc1,7,-39,5.1,-26,2,8,0,13,23
O=C(CN1CCSCC1)N/N=C/c1ccc(F)cc1F,0,4,-0.5,-5,-4,9,-2,-8,4
COC(=O)c1scc(C)c1S(=O)(=O)Nc1ccc(C)cc1,-4,10,-0.6,4,0,2,-1,14,15
O=C(O)C1=C[C@@H](c2ccc(F)cc2)C[C@@H](OCCCCO)O1,-17,7,0.2,17,1,-3,1,-17,14
CCc1noc(C)c1C(=O)N1CCCSC1=Nc1ccccc1,-3,-14,10,-4,-1,3,-3,-14,11
O=C1CSc2ccc(C(=O)NCCc3ccc(Cl)cc3Cl)cc2N1,-1,-6,-0.7,6,-10,-1,-3,0,9
Cc1cccc(Cn2ccc(NC(=O)c3ccc4c(c3)OCO4)n2)c1,-23,5,1.6,-6,0,-1,-2,14,8
CC(C)(C)NC(=O)C(Cc1ccccc1)N1C(=O)c2ccccc2C1=O (stereo unspecified),-8,10,-0.7,9,4,-23,-5,17,8
Cc1ccc(NS(=O)(=O)c2ccc(C(=O)N3CC(C)CC(C)C3)cc2)cc1 (stereo unspecified),9,-12,1.7,-27,6,0,5,14,1
CC1Cc2nc(SCC(=O)N3CCN(c4ccccc4)CC3)n(C)c(=O)c2S1 (stereo unspecified),7,5,2.3,9,0,3,-2,8,10
O=C(CCCC(=O)N(CC(=O)NC1CCCC1)C1CCCC1)Nc1ccccn1,5,-19,-2.7,-18,-4,-6,-4,-31,-4
O=C(CCCNC(=O)c1ccc(Cl)cc1)Nc1ccc(S(=O)(=O)Nc2ncccn2)cc1,6,5,0.8,15,-2,-9,-1,9,9
COc1ccc(-c2ccc3c(c2)S(=O)(=O)c2cccc(C(=O)NC4CCCC4)c2C3=O)cc1OC,0,3,0.3,26,3,-21,-2,18,-3

# One compound at a time, from the list above. Order of values: Gli-Sufu block | Jurkat NFkB inh | CHOP UPR activ | 697 NFkB inh | CXCR6 inh | EBI2 antag | UPR XBP1 act | Mdm2 MdmX PPI | CCR6 antagonist
# COc1cc(OC)cc(C(=O)Nc2cc(C)on2)c1 is listed as 4 | -6 | -0.7 | 5 | -4 | -2 | -2 | -22 | 18
# Cc1ccc(NS(=O)(=O)c2ccc(C(=O)N3CC(C)CC(C)C3)cc2)cc1 (stereo unspecified) is listed as 9 | -12 | 1.7 | -27 | 6 | 0 | 5 | 14 | 1

# (next part)
SMILES,Gli-Sufu block,Jurkat NFkB inh,CHOP UPR activ,697 NFkB inh,CXCR6 inh,EBI2 antag,UPR XBP1 act,Mdm2 MdmX PPI,CCR6 antagonist
O=C(/C=C/c1ccccc1)C1=C(O)C(=O)N(CCO)C1c1ccc2c(c1)OCO2 (stereo unspecified),1,8,-0.6,-11,11,1,-5,5,14
COC(C[C@@H]1O[C@@H]1C(=O)COCc1ccccc1)OC,-21,3,0.7,1,-4,-8,0,8,-4
Cc1ccn2c(C(=O)NN=C3CCN(C)CC3)c(C)nc2c1,2,-7,-1.4,7,-6,-15,-5,-18,-21
CCn1c(SCC(=O)Nc2ccc3c(c2)OCCO3)nnc1-c1cccs1,0,11,-0.6,3,-5,-8,-1,9,-8
CC(=O)Nc1ccc(S(=O)(=O)N(C)c2nc3ccccc3nc2Cl)cc1,2,4,-2.2,-16,9,1,-2,15,6
CCCCC/C(=N\NC(=O)CCC(=O)NCc1ccccc1)c1ccccc1,-4,17,0.4,17,3,-2,-2,40,4
O=C(NC1CCCCCC1)c1ccc(CS(=O)Cc2ccccc2Cl)o1 (stereo unspecified),-8,-4,2.4,3,7,6,-3,14,26
c1ccc(C2CC3CC(c4ccccc4)N2O3)cc1 (stereo unspecified),25,4,0.8,-3,0,1,4,-15,13
CCC(CC)C1=NN2C(=N)/C(=C/c3ccc(OC(=O)c4ccco4)cc3)C(=O)N=C2S1,-11,0,2.7,14,4,9,-1,25,11
Cc1ccccc1NC(=O)CSc1nc2scc(C)c2c(=O)[nH]1,9,9,-1.6,16,-7,3,-4,29,0
Nc1nc2n(n1)C(=O)CC(c1ccccc1[N+](=O)[O-])N2 (stereo unspecified),-4,2,-0.2,-1,6,6,-6,-2,-4
O=C(CSc1ccc2nnc(-c3cccnc3)n2n1)NCC1CCCO1 (stereo unspecified),3,-13,-2.4,-4,-3,-6,0,8,-1
Cn1c(=O)c2c(nc(CN3CCc4ccccc4C3)n2CCCO)n(C)c1=O,13,-3,-1.7,-3,8,1,-4,23,26
CN(C)c1ccc(C(C#N)c2ccc(Cl)cc2)nn1 (stereo unspecified),14,-10,-1.3,2,4,-6,-1,-9,4
C(=N\N1CCOCC1)/c1nc(-c2ccccc2)n2ccccc12,-4,-4,1.1,0,3,-1,-2,2,10
CCN(CC)CCn1c(SCC(=O)Nc2ccc3c(c2)CCC3)nc2ccccc2c1=O,33,-51,0.1,-65,12,19,2,24,18
Cc1nnc(NCCN2CCOCC2)[nH]c1=O,-9,7,-0.3,11,10,-2,-2,14,-29
Cc1nc(Nc2ccc(S(=O)(=O)N3CCCC3)cc2)c2nnn(Cc3ccccc3)c2n1,8,10,0.6,-55,-5,5,-1,3,2
Cc1cccc(NC(=O)c2ccc(F)c(S(=O)(=O)N3CCC4(CC3)OCCO4)c2)c1,-4,-13,0.4,-22,-4,6,0,25,13
CCOc1ccccc1CN1CCN(C2CCOCC2)CC1CCO (stereo unspecified),-12,-19,-0.8,1,1,-5,-1,-50,-2
COc1cc(C(=O)Oc2ccccc2OC(=O)c2cc(OC)c(OC)c(OC)c2)cc(OC)c1OC,-2,.,.,.,1,12,.,.,3
CCOC(=O)C(=NC(C)CC)NNc1ccc(Br)cc1 (stereo unspecified),-4,9,-1.9,8,-6,-10,0,0,12
Cc1cc(C)nc(N2CCCC(C(=O)NC(C)CCc3ccco3)C2)n1 (stereo unspecified),2,5,-1.3,13,0,0,-2,18,-7
COc1ccccc1NC(=O)Cn1nc(-c2ccc(Cl)cc2)c2ccccc2c1=O,-1,-11,4.3,-39,5,22,4,-11,9
O=C(CSc1nnnn1-c1cccc2c1CCCC2)N1CCCCC1,11,2,0.1,8,-3,1,-2,10,6
COc1cc(C)c(/C=C(\C#N)C(=O)Nc2ccc(C)cc2)cc1C(C)C,-4,8,3.7,-7,4,26,-2,-1,7
Cn1c(-c2ccccc2)cc2ccccc21,-3,-34,4.2,-8,-2,8,0,6,5
O=C(c1ccco1)N1CCN(C(=O)c2cc(-c3ccccc3)nc3ccccc23)CC1,-1,-5,3.2,-9,2,-8,3,4,-5
COc1ccccc1NC(=O)CN1C(=O)C(C)SC(C)C1=O (stereo unspecified),-15,-3,1.7,-6,-1,0,2,20,11
